TcdB GH inh: TcdB glycohydrolase inhibition. P18177. TcdB glycohydrolase enzymatic assay, plate reader. actives 0.24% (n = 350,000). AID 652162. inhibition, % at 9.99 µM; in the data active means inhibition above about 10%
Starred values were filed as active, the others as inactive; & = joins results of further samples. An excerpt (hit frequency here may not be typical).

SMILES	TcdB GH inh
O=C(C[C@@H]1CC[C@@H]2[C@H](COC[C@@H](O)CN2C(=O)Nc2ccc(Cl)c(Cl)c2)O1)NCc1ccncc1	11*
C[C@H](CO)N1C[C@H](C)[C@@H](CN(C)C(=O)Cc2ccccc2)Oc2ncc(C#CCN(C)C)cc2C1=O	-0.1
CCCC(=O)Nc1ccc2c(c1)OC[C@@H](C)N(C)C[C@@H](C)[C@@H](OC)CN(C)C2=O	0.8
CNC[C@H]1Oc2c(NS(C)(=O)=O)cccc2C(=O)N([C@H](C)CO)C[C@@H]1C	0.3
COc1ccc(C(C(=O)c2ccccc2)c2ccccc2)cc1 (configuration not stated)	0.3
C[C@H](CO)N1C[C@H](C)[C@H](CN(C)Cc2ccc(C(=O)O)cc2)Oc2ccc(NS(C)(=O)=O)cc2C1=O	-0.1
CN(C)C(=O)c1ccc(-c2ccccc2[C@@H]2[C@@H](C#N)N(C(=O)C3CCCC3)[C@H]2CO)cc1	0.0
COc1ccc(S(=O)(=O)N(C)C[C@H]2Oc3ccc(NC(=O)C4CCCCC4)cc3CC(=O)N([C@@H](C)CO)C[C@@H]2C)cc1	-0.4
CO[C@@H]1CN(C)C(=O)c2cc(NS(=O)(=O)c3ccc(Oc4ccccc4)cc3)ccc2OC[C@H](C)NC[C@@H]1C	-3.0
COC(=O)C[C@H]1C[C@H]2c3cc(N)ccc3O[C@H]2[C@H](CO)O1	1.7
COc1cccc(-c2ccc(C3[C@H]4CNC[C@@H]3N4Cc3cc(F)ccc3F)cc2)c1 (some centres not stated)	-0.4&-0.4
COc1ccc2c3c(n(C)c2c1)[C@@H](CO)N(C(=O)NC(C)C)CC31CN(Cc2nccs2)C1	0.4
COc1ccc(NC(=O)N(C)C[C@@H]2Oc3cc(-c4cccc(C(=O)N(C)C)c4)ccc3S(=O)(=O)N([C@H](C)CO)C[C@@H]2C)cc1	-0.3
Cc1noc(C)c1S(=O)(=O)N(C)C[C@H]1OCCCC[C@H](C)Oc2ccc(NC(=O)Cc3ccccc3)cc2C(=O)N([C@H](C)CO)C[C@H]1C	1.1
C[C@@H]1CN([C@@H](C)CO)C(=O)c2cc(-c3cccnc3)cnc2O[C@@H]1CN(C)C(=O)c1cccc(F)c1	0.1
CC=Cc1ccc2n(c1=O)C[C@H]1[C@H](CO)[C@@H](C(=O)NCCC)[C@@H]2N1C(=O)Nc1cc(F)ccc1F (mixture of isomers)	0.4
COc1ccc(NC(=O)Nc2ccc3c(c2)C(=O)N([C@H](C)CO)C[C@@H](C)[C@@H](CN(C)Cc2ccc(C(F)(F)F)cc2)O3)cc1	0.1
COc1ccc(CN(C)C[C@H]2OCCCC[C@H](C)Oc3ccc(NS(=O)(=O)c4ccc(F)cc4)cc3C(=O)N([C@H](C)CO)C[C@@H]2C)cc1	1.5
Cc1ccc(S(=O)(=O)N(C)C[C@H]2Oc3c(NC(=O)Nc4cccc5ccccc45)cccc3C(=O)N([C@H](C)CO)C[C@@H]2C)cc1	-9.9
C[C@@H]1CCCCO[C@@H](CN(C)C(=O)c2ccccc2)[C@@H](C)CN([C@@H](C)CO)C(=O)c2cc(NS(=O)(=O)c3ccc(Cl)cc3)ccc2O1	1.0
CC(C)(O)C#Cc1ccc([C@H]2[C@H]3CN(C(=O)c4ccc(F)cc4)CCCCN3[C@H]2CO)cc1	-0.3
OC[C@H]1[C@@H](c2ccc(-c3cccnc3)cc2)[C@H]2CN(CC3CC3)CCCCN21	-1.3
O=C(NC1CCCC1)N1CCCCN2[C@@H](CO)[C@@H](c3ccc(-c4cccnc4)cc3)[C@@H]2C1	-6.6
C[C@@H]1CN([C@H](C)CO)S(=O)(=O)c2ccc(C#CCC3CCCC3)cc2O[C@@H]1CN(C)C(=O)CC1CC1	-0.3
CO[C@H]1CN(C)C(=O)c2cc(NS(C)(=O)=O)ccc2OC[C@H](C)N(C(=O)c2ccc3c(c2)OCO3)C[C@H]1C	-0.4
C[C@@H]1CN([C@@H](C)CO)S(=O)(=O)c2ccc(C#Cc3ccncc3)cc2O[C@H]1CN(C)C(=O)C1CC1	11*
CNC(=O)C[C@@H]1CC[C@@H]2[C@H](COc3ccc(NC(=O)Nc4cc(C)cc(C)c4)cc3C(=O)N2C)O1	-0.7
C[C@@H]1CN([C@@H](C)CO)C(=O)Cc2cc(NC(=O)C3CCCCC3)ccc2O[C@@H]1CN(C)S(=O)(=O)c1cn(C)cn1	0.2
CCC(=O)Nc1ccc2c(c1)C(=O)N(C)C[C@H](OC)[C@@H](C)CN(C(=O)CC1CC1)[C@@H](C)CO2	-0.5
CC(C)CNc1cccc2c1S(=O)(=O)N[C@H](C)CO2	0.2
C[C@H]1CN([C@@H](C)CO)C(=O)Cc2cc(NC(=O)CCC(F)(F)F)ccc2O[C@@H]1CN(C)Cc1ccc(C(=O)O)cc1	-0.3
Cc1ccc(S(=O)(=O)Nc2ccc3c(c2)C(=O)N([C@H](C)CO)C[C@H](C)[C@H](CN(C)C(=O)c2ccccc2)OCCCC[C@@H](C)O3)cc1	-0.7
CCS(=O)(=O)Nc1ccc2c(c1)C(=O)N(C)C[C@@H](OC)[C@H](C)CN(C(=O)NC(C)C)[C@H](C)CO2	-0.9
C[C@H](CO)N1C[C@H](C)[C@H](CN(C)C)Oc2cc(C3=CCCC3)ccc2S1(=O)=O	-15
CC(C)NC(=O)N(C)C[C@H]1Oc2ncc(-c3cccc(C#N)c3)cc2C(=O)N([C@@H](C)CO)C[C@@H]1C	0.2
C[C@H]1CN([C@@H](C)CO)C(=O)c2cc(C#Cc3cccc(F)c3)cnc2O[C@@H]1CN(C)C(=O)c1ccccc1F	-0.3
COc1ccc(NC(=O)N(C)C[C@@H]2OCCCC[C@H](C)Oc3ccc(NC(=O)CCCN(C)C)cc3C(=O)N([C@H](C)CO)C[C@@H]2C)cc1	1.2
C[C@H](CO)N1C[C@H](C)[C@@H](CN(C)Cc2ccncc2)OCCCC[C@H](C)Oc2ccc(NS(C)(=O)=O)cc2C1=O	-0.2
C[C@@H]1CN([C@@H](C)CO)C(=O)c2cc(C#Cc3ccccc3)cnc2O[C@H]1CN(C)CC1CCOCC1	-0.3
CCCNC(=O)Nc1ccc2c(c1)C(=O)N(C)C[C@H](OC)[C@@H](C)CN(C(=O)C1CC1)[C@H](C)CO2	0.5
C[C@H](CO)N1C[C@H](C)[C@H](CN(C)Cc2ccncc2)Oc2ncc(C#Cc3ccc(F)cc3)cc2C1=O	-0.1
COc1ccc(-c2ccc([C@@H]3[C@@H](C#N)N(C(=O)C4CCOCC4)[C@H]3CO)cc2)cc1	1.8
COc1ccc(NC(=O)N(C)C[C@H]2OCc3ccccc3-c3ccccc3C(=O)N([C@H](C)CO)C[C@H]2C)cc1	0.3
Cc1noc(C)c1NC(=O)Nc1ccc2c(c1)C(=O)N([C@@H](C)CO)C[C@H](C)[C@H](CN(C)S(=O)(=O)c1cccs1)OCCCC[C@H](C)O2	-0.3
CC(C)NC(=O)N[C@H]1CC[C@H](CC(=O)NCCN2CCCC2)O[C@H]1CO	0.0
Cc1noc(C)c1NC(=O)N(C)C[C@@H]1OCCCC[C@@H](C)Oc2ccc(NS(=O)(=O)c3ccccc3)cc2C(=O)N([C@H](C)CO)C[C@H]1C	0.7
O=C(Nc1ccccc1F)N1CCCCN2[C@H](CO)[C@H](c3ccc(C4=CCCC4)cc3)[C@H]2C1	-0.6
CC(C)NC(=O)N(C)C[C@H]1Oc2ccc(NC(=O)Nc3ccc4c(c3)OCO4)cc2C(=O)N([C@H](C)CO)C[C@H]1C	-1.0
COCC(=O)N1[C@H](C#N)[C@@H](c2ccccc2-c2cccc(C)c2)[C@@H]1CO	1.4
CCC(=O)N1CC(=O)N2[C@H](C1)[C@@H](c1ccc(C#Cc3cccnc3)cc1)[C@@H]2CO	1.5
CNC[C@H]1Oc2cc(C#CCC3CCCC3)ccc2S(=O)(=O)N([C@@H](C)CO)C[C@@H]1C	-0.9
C/C=C/c1ccc([C@H]2[C@H](CO)N(C(C)=O)C23CN(S(C)(=O)=O)C3)cc1	0.2
C[C@H]1CN([C@@H](C)CO)C(=O)c2cc(C3=CCCC3)cnc2O[C@H]1CN(C)C(=O)c1ccc2c(c1)OCO2	0.6
C[C@H]1CN([C@@H](C)CO)S(=O)(=O)c2ccc(Br)cc2O[C@@H]1CN(C)Cc1ccncc1	-2.9
C[C@@H]1CCCCO[C@@H](CN(C)C(=O)c2ccccc2)[C@@H](C)CN([C@H](C)CO)C(=O)c2cc(NC(=O)NC3CCCCC3)ccc2O1	-0.7
COc1ccc(C(C(=O)NC2CCCC2)n2c(CSCCOc3ccccc3)nc3ccccc32)cc1 (configuration not stated)	-0.1
O=C(CCN1CCCCC1)N[C@H]1CC[C@@H](CCNS(=O)(=O)c2ccc(F)cc2)O[C@H]1CO	1.0
C[C@H]1CN([C@@H](C)CO)C(=O)Cc2cc(NC(=O)CCCCCC(=O)Nc3ccccc3N)ccc2O[C@@H]1CN(C)C(=O)Nc1ccccc1	0.2
CO[C@H]1CN(C)C(=O)c2cc(NC(=O)C3CCCCC3)ccc2OC[C@@H](C)N(C)C[C@H]1C	-0.3
COC(=O)[C@H]1[C@H](CO)[C@H]2Cn3c(ccc(C4=CCCC4)c3=O)[C@H]2N1CC1CCOCC1	0.3
Additional structures.
SMILES	TcdB GH inh
C[C@H](CO)N1C[C@H](C)[C@@H](CN(C)C(=O)C2CCCCC2)Oc2cc(C3=CCCCC3)ccc2S1(=O)=O	0.7
CCCC(=O)Nc1ccc2c(c1)C(=O)N(C)[C@H]1CC[C@H](CC(=O)NCCc3ccccc3)O[C@H]1CO2	-0.6
COc1ccc(S(=O)(=O)Nc2ccc3c(c2)C(=O)N([C@@H](C)CO)C[C@@H](C)[C@H](CN(C)Cc2ccc(C(F)(F)F)cc2)OCCCC[C@@H](C)O3)cc1	0.1
C[C@@H]1CN([C@@H](C)CO)C(=O)c2cc(NS(=O)(=O)c3ccccc3)ccc2O[C@@H](C)CCCCO[C@@H]1CN(C)Cc1ccncc1	-13
CC(=O)N1CCN(c2ccc(N3CCN(Cc4ccccc4)[C@H](C)C3)c(C)c2)[C@H](C)C1	-16
CCC(=O)Nc1ccc2c(c1)OC[C@@H](C)N(Cc1ccccc1F)C[C@H](C)[C@@H](OC)CN(C)C2=O	0.4
O=C(O)C1=C[C@@H](C2CCCC2)C[C@@H](OCCCCO)O1	-0.5
COc1cccc(-c2ccc3c(c2)O[C@H](CN(C)C(=O)c2ccccc2F)[C@@H](C)CN([C@@H](C)CO)S3(=O)=O)c1	1.2
Cc1noc(C)c1S(=O)(=O)N(C)C[C@@H]1OCCCC[C@@H](C)Oc2ccc(NS(=O)(=O)c3ccc(Cl)cc3)cc2C(=O)N([C@H](C)CO)C[C@H]1C	0.0
O=C(Nc1ccc2c(c1)OCO2)N[C@@H]1CC[C@H](CCNC(=O)C2CCOCC2)O[C@@H]1CO	0.1
C[C@@H](NC(=O)C[C@@H]1CC[C@H](NC(=O)C2CCOCC2)[C@@H](CO)O1)c1ccccc1	-1.0
CNC(=O)C[C@H]1CC[C@@H]2[C@@H](COc3ccc(NC(=O)Nc4cc(C)cc(C)c4)cc3C(=O)N2C)O1	1.6
O=C(N[C@H]1CC[C@H](CCNC(=O)C2CCC2)O[C@H]1CO)c1ccncc1	0.0
O=C(c1ccccc1F)N1CC(=O)N2[C@@H](CO)[C@@H](c3ccc(C#Cc4ccc(F)cc4)cc3)[C@@H]2C1	1.0
C[C@@H]1CN([C@H](C)CO)C(=O)c2cccc(NC(=O)Nc3cccc4ccccc34)c2O[C@H]1CN(C)S(=O)(=O)c1ccc(F)cc1	-0.1
CCc1cnc(N2[C@H](C#N)[C@H](c3ccccc3)[C@H]2CO)s1	0.0
C[C@@H]1CN([C@@H](C)CO)C(=O)Cc2cc(NC(=O)CCCCCC(=O)Nc3ccccc3N)ccc2O[C@@H]1CN(C)Cc1ccc(-c2ccccc2)cc1	0.4
C[C@@H]1CCCCO[C@@H](CN(C)Cc2ccc(C(F)(F)F)cc2)[C@@H](C)CN([C@H](C)CO)C(=O)c2cc(NC(=O)NC3CCCCC3)ccc2O1	-0.5
C/C=C/c1ccc([C@H]2[C@H](CO)N(C(=O)CN(C)C)C23CN(C(=O)C2CC2)C3)cc1	0.9
C[C@@H]1CN([C@@H](C)CO)C(=O)Cc2cc(NC(=O)Cc3cn(C)c4ccccc34)ccc2O[C@@H]1CN(C)CC1CCCCC1	0.8
CN1CCN(C(=O)C[C@@H]2C=C[C@@H](NC(=O)Nc3ccccc3F)[C@H](CO)O2)CC1	1.6
Cc1ccc(S(=O)(=O)N(C)C[C@@H]2OCCCC[C@@H](C)Oc3ccc(NC(=O)CCCCCC(=O)Nc4ccccc4N)cc3C(=O)N([C@H](C)CO)C[C@@H]2C)cc1	-2.2

Looked up above:
In TcdB GH inh, `C/C=C/c1ccc([C@H]2[C@H](CO)N(C(=O)CN(C)C)C23CN(C(=O)C2CC2)C3)cc1` reads 0.9
In TcdB GH inh, `CCCC(=O)Nc1ccc2c(c1)C(=O)N(C)[C@H]1CC[C@H](CC(=O)NCCc3ccccc3)O[C@H]1CO2` reads -0.6
In TcdB GH inh, `CC(=O)N1CCN(c2ccc(N3CCN(Cc4ccccc4)[C@H](C)C3)c(C)c2)[C@H](C)C1` reads -16

Ordered by number of heavy atoms (smallest number first): part of the list above.
SMILES	TcdB GH inh
O=C(O)C1=C[C@@H](C2CCCC2)C[C@@H](OCCCCO)O1	-0.5
C/C=C/c1ccc([C@H]2[C@H](CO)N(C(=O)CN(C)C)C23CN(C(=O)C2CC2)C3)cc1	0.9
O=C(Nc1ccc2c(c1)OCO2)N[C@@H]1CC[C@H](CCNC(=O)C2CCOCC2)O[C@@H]1CO	0.1
O=C(c1ccccc1F)N1CC(=O)N2[C@@H](CO)[C@@H](c3ccc(C#Cc4ccc(F)cc4)cc3)[C@@H]2C1	1.0
C[C@@H]1CN([C@H](C)CO)C(=O)c2cccc(NC(=O)Nc3cccc4ccccc34)c2O[C@H]1CN(C)S(=O)(=O)c1ccc(F)cc1	-0.1
